BAP1 inh = inhibitors of BAP1 deubiquitinase, primary screen, biochemical, Ub-AMC fluorescence, kinetic; Ubiquitin carboxyl-terminal hydrolase BAP1 (Homo sapiens), Q92560; recombinant BAP1, Ub-AMC hydrolysis fluorescence kinetic; hits give low values; activity remaining (% of control), % at 20 µM; 72,000 compounds, 0.48% hits;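 active = activity remaining at or below 50% of control, provided the compound also passes the data quality filters; inactive = the rest, including low values that fail the filters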;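 note: 100% = DMSO wells rate and 0% = substrate alone blank rate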
Target sequence (Q92560 whole entry, looked up): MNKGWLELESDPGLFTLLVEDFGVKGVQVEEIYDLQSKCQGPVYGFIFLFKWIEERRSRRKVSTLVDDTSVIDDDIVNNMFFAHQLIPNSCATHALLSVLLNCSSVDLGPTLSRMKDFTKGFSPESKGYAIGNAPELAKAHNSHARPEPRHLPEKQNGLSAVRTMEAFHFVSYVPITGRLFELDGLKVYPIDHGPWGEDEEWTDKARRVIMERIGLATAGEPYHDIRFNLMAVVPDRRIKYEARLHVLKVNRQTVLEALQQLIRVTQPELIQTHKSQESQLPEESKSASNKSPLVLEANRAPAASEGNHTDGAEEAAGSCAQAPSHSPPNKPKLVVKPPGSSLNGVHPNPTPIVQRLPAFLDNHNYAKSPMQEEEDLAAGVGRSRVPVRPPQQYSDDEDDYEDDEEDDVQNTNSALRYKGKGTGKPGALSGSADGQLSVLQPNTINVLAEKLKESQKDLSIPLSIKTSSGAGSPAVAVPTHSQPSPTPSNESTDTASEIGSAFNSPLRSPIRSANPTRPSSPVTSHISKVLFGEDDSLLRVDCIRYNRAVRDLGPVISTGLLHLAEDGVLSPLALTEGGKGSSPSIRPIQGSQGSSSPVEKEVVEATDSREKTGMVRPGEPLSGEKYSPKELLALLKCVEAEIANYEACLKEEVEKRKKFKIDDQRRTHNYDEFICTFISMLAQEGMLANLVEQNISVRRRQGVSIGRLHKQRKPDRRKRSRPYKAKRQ
HePTP inh = inhibitors of human HePTP phosphatase, primary screen, biochemical, absorbance, leukemia target. inhibition, % at 20 µM. Tyrosine-protein phosphatase non-receptor type 7 (Homo sapiens), P35236. AID 521, 2006. 110,000 compounds, 0.64% hits. recombinant HePTP phosphatase activity, OD absorbance; in the data active = inhibition above about 50%;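 note: plate controls were vehicle for no effect and reference inhibitor for full effect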
* marks the source's active call; other numbers are inactive results; . = no result given; & = joins results of further samples. Compounds were not picked by outcome; about 0.79% have a hit in one of these screens.

BAP1 inh	HePTP inh	compound
.	-9.0	O=C1CSC(c2cn(-c3ccccc3)nc2-c2cc3ccccc3oc2=O)N1Cc1ccco1 (stereo unspecified)
111.5	10.1	Cc1cc(C)n2nc(S(=O)(=O)NC3CCCCC3)nc2n1
100.1	11.8	O=C(c1cc(S(=O)(=O)N2CCCCC2)ccc1F)N1CCCCC1
82.7	3.8	COc1ccc(CN(C(=O)c2oc3ccccc3c2C)C2CCS(=O)(=O)C2)cc1OC (stereo unspecified)
.	6.0	NC1=NC(=O)/C(=C/c2ccc(Br)cc2)S1
109.1	6.9	O=C(O)CCc1nc(-c2ccccc2)no1
.	-12.7	Cc1cc(C)c(NC(=O)C2C3C4CCC(C4)C23)c(C)c1 (stereo unspecified)
96.0	.	OC[C@H]1O[C@@H](n2cnc3c(NC4CCCCC4)ncnc32)[C@H](O)[C@@H]1O
.	5.8	CCc1ccc(N2NC(=O)CC2=O)cc1
.	4.2	CCOC(=O)c1c(NC(=O)c2ccc([N+](=O)[O-])cc2)sc2c1CCC2
.	1.0	CCCOc1ccc(C(=O)Nc2ccc(C(C)CC)cc2)cc1 (stereo unspecified)
97.5	-4.6&-4.6	O=C(NCc1ccc2c(c1)OCO2)c1cccc(F)c1
112.2	3.6	O=C(Cn1c(SCC(=O)N2CCCc3ccccc32)nc2ccccc21)N1CCCC1
.	-8.5	Cc1ccc(NC(=O)CCNS(=O)(=O)c2ccc(C)cc2)cc1
.	-11.2	Cc1cccc(C(=O)N2N=C(c3ccc(Cl)cc3)CC2(O)C(F)(F)F)c1O (stereo unspecified)
.	-5.6	CCc1cccc(CC)c1NC(=O)c1cccc(OC)c1
.	3.6	O=C(Nc1nccs1)c1cc(-c2cccc(Br)c2)nc2ccccc12
.	3.6	Cc1c(NC(=O)Oc2ccccc2)sc(=S)n1C
.	-10.1	Cc1ccc2nsnc2c1NC(=O)c1ccccc1I
42.0*	-6.8	COc1ccccc1NC(=O)Nc1c(C)n(C)n(-c2ccccc2)c1=O
126.4	-7.4	COc1ccccc1CC(=O)Nc1ccc(O)cc1C(=O)O
71.3	7.2	C/C=C/c1ccc(OCCCN2C(=O)NC(C)(C)C2=O)c(OC)c1
.	8.3	CSc1ccc(S(=O)(=O)N(CC(=O)N2CCN(c3ccccc3)CC2)c2ccc(C)cc2)cc1
107.0	5.0	COc1ccc(C2C(C#N)=C(N)Oc3c2oc(CO)cc3=O)c(OC)c1OC (stereo unspecified)
.	-9.6	Cc1cc(C)nc(SCC(=O)NC(C)(C)C)n1
112.3	-5.8	CCCC(=O)Nc1ccc(N2CCN(C(=O)c3cccs3)CC2)cc1
95.7	7.9	CCCCOc1ccccc1NC(=O)CSc1nnnn1C(C)(C)C
94.1	1.9	COCCCn1c(=N)c(C(=O)NCc2ccc3c(c2)OCO3)cc2c(=O)n3cccc(C)c3nc21
88.3	.	COC(=O)c1c(-c2cc(OC)c(OC)c(OC)c2)c2ccc(OCc3ccccn3)cc2c(=O)n1-c1ccc(N)cc1
88.4	-0.4	COC(=O)COc1ccc2c(=O)c(Oc3ccccc3)c(C)oc2c1
57.3	-10.7	CCOC(=O)c1cnn(-c2cc(C)nc3c(-c4ccccc4)c(C)nn23)c1N
100.0	-12.2	COc1ccc(C)cc1NS(=O)(=O)c1cn(C)c(=O)n(C)c1=O
.	-3.1	Cc1ccc(-c2csc(NC(=O)CC(C)C)n2)c(C)c1
.	3.1	CCC1(C)NC(=S)N(c2nc(-c3ccccc3)cs2)N1 (stereo unspecified)
71.4	6.4	CCCCCc1c(C)nc(NCc2ccccc2)[nH]c1=O
90.1	1.5	Cc1ccc(NC(=O)CSc2nnc(-c3cnccn3)n2Cc2ccco2)cc1C
.	10.7	CCCc1nnc(NC(=O)c2c(O)c3cccc4c3n(c2=O)CCC4)s1
99.1	-6.9	O=C(CSc1ncnc2ccccc12)N1CCCC1
.	4.1	COc1ccc(-c2cc(C(F)(F)F)n3ncc(C(=O)NC(C)C)c3n2)cc1
104.1	-4.8	CC(=NCC1CCCO1)c1c(O)[nH]c(=O)[nH]c1=O (stereo unspecified)

Entries of single compounds, quoted from the list. Order of screens: BAP1 inh, HePTP inh
COCCCn1c(=N)c(C(=O)NCc2ccc3c(c2)OCO3)cc2c(=O)n3cccc(C)c3nc21 is entered as 94.1, 1.9
CSc1ccc(S(=O)(=O)N(CC(=O)N2CCN(c3ccccc3)CC2)c2ccc(C)cc2)cc1 is entered as ., 8.3
Cc1ccc(NC(=O)CSc2nnc(-c3cnccn3)n2Cc2ccco2)cc1C is entered as 90.1, 1.5
O=C1CSC(c2cn(-c3ccccc3)nc2-c2cc3ccccc3oc2=O)N1Cc1ccco1 (stereo unspecified) is entered as ., -9.0
CCc1cccc(CC)c1NC(=O)c1cccc(OC)c1 is entered as ., -5.6

A run of entries taken from the entries so far:
BAP1 inh	HePTP inh	compound
.	10.7	CCCc1nnc(NC(=O)c2c(O)c3cccc4c3n(c2=O)CCC4)s1
99.1	-6.9	O=C(CSc1ncnc2ccccc12)N1CCCC1
.	4.1	COc1ccc(-c2cc(C(F)(F)F)n3ncc(C(=O)NC(C)C)c3n2)cc1
104.1	-4.8	CC(=NCC1CCCO1)c1c(O)[nH]c(=O)[nH]c1=O (stereo unspecified)

New compounds follow.
BAP1 inh	HePTP inh	compound
81.6	.	COc1ccc([N+](=O)[O-])cc1CSc1nc2ccc(N3C(=O)c4ccc([N+](=O)[O-])cc4C3=O)cc2s1
.	-6.5	O=C(Nc1ccc2oc(-c3cccc(Cl)c3Cl)nc2c1)c1ccc([N+](=O)[O-])cc1
.	8.4	COc1cc(OC)cc(C(=O)N2CCN(c3ccc([N+](=O)[O-])cc3Cl)CC2)c1
85.4	-9.5	CCN(CC)S(=O)(=O)c1ccc(F)c(C(=O)NCCC(C)C)c1
96.8	1.7	CCOCC(=O)Nc1nc2ccc(S(C)(=O)=O)cc2s1
89.8	3.5	CCCc1cc(N2CCCC(C(=O)NCc3ccc4c(c3)OCO4)C2)n2ncnc2n1 (stereo unspecified)
91.9	8.2	CCNc1c2c3c(cccc3n(C)c1=O)C(=O)c1ccccc1-2
.	2.1	O=C(c1ccc(F)cc1)N1CCN(Cc2ccc(Cl)cc2)CC1
.	-11.2	CS(=O)(=O)N(Cc1ccc(C(=O)Nc2cccc(C(F)(F)F)c2)cc1)c1cccc(Cl)c1
.	1.9	O=C(CCNc1ccc(F)cc1)c1cccc([N+](=O)[O-])c1
.	3.2	CC1CCC(N2CCN(Cc3cccnc3)CC2)CC1 (stereo unspecified)
.	8.6	CC(C)(C)c1ccc(S(=O)(=O)Nc2cc(C(N)=O)c(Cl)cc2Cl)cc1
98.9	-6.3	O=C(CSc1ncnc2c1nnn2-c1ccc(F)cc1)NCC1CCCO1 (stereo unspecified)
88.1	2.6	COc1ccccc1NC(=O)CSc1ccc2nnc(-c3ccccn3)n2n1
104.4	0.4	O=C1NC(NS(=O)(=O)c2ccccc2)(C(F)(F)F)C(=O)N1Cc1cccnc1 (stereo unspecified)
.	-14.7	CCCOc1ccc(C(=O)Nc2cc(Cl)cc(Cl)c2)cc1
127.6	15.0	CCCCNS(=O)(=O)c1ccc2nc(SCC(=O)c3ccc(C#N)cc3)[nH]c2c1
.	6.8	COc1cc(C=C2C(=O)NC(=O)NC2=O)ccc1OC(=O)c1cc(F)c(F)cc1Cl
107.2	7.6	Cc1cc(C(C)(C)C)ccc1OCCN(C)C
.	8.8	CCOC(=O)c1ccc(NC(=O)CS(=O)(=O)c2cn(CC)c3ccccc23)cc1
104.6	-6.9	CCCCOC(=O)C1=C(C)Nc2ncnn2C1c1cccc(OC)c1 (stereo unspecified)
.	6.0	Cc1ccc(C#N)c(SCC(N)=O)n1
98.4	7.6	O=C(Nc1ccc(-n2cnnn2)cc1)C1CCC1
122.7	5.8	N#CCCN(CCC#N)c1nnc(-c2ccccc2)s1
121.5	7.5	C/C=C(\C)CN1CCc2cc(OC)c(OC)cc2C1
102.6	9.9	Cc1ccc(SCCC(=O)N(C)C)cc1
86.9	6.3	CCOc1cc(CNc2ncc(-c3ccc(OC)cc3)n2C)ccc1O
.	4.3	COc1cc2c(cc1NC(=O)c1ccccc1I)oc1ccccc12
62.2	.	O=C1N=C(O)CN1/N=C/c1ccc(-c2ccc([N+](=O)[O-])cc2)o1
.	-4.6	O=C(CSc1nnc(-c2c[nH]c3ccccc23)o1)N(Cc1ccccc1)c1ccc(F)cc1
90.9	12.2&-23.7	COC(=O)C1=C(C)N(C)C(C)=C(C(=O)OC)C1c1ccc(C(=O)OC)cc1
.	6.0	O=C(CC(=O)NCc1ccccn1)NCc1ccccn1
.	-4.0	CC(C)c1ccc(N2C(=O)NC(=O)/C(=C/c3ccc4c(c3)OCO4)C2=O)cc1
.	4.3	CCOC(=O)CNC(=O)c1ccc(C#Cc2ccccc2)cc1
65.4	7.2	O=C1CC(c2ccco2)CC(O)=C1C=Nc1cc(Cl)ccc1O (stereo unspecified)
103.3	7.5	O=C(NC1CC1)c1ccc(CS(=O)(=O)c2c(Cl)cccc2Cl)o1
.	3.9	Cc1cc(C)n(-c2cc(Nc3ccccc3)nc(C)n2)n1
100.0	-4.5	CCOc1ccc(-c2nnn(CC(=O)Nc3cc(OC)cc(OC)c3)n2)cc1OCC
50.8	.	CN(CC#CCC(O)(c1ccccc1)C1CCCC1)Cc1ccccc1 (stereo unspecified)
.	4.1	CC(NC(=O)c1ccc(F)cc1)C1CC1 (stereo unspecified)
.	6.1	Cc1ccc(NC(=O)c2cc3c(C)nn(-c4ccccc4)c3s2)c(C)c1
116.5	-3.2	COc1cc(C(C)=O)ccc1OCC(=O)c1cc(C)n(C2CC2)c1C
.	-15.7	CCOc1ccccc1NS(=O)(=O)Cc1ccccc1
95.1	-4.9	COc1ccc(/C(O)=C2/C(=O)C(=O)N(CCN3CCOCC3)C2c2cccnc2)cc1OC (stereo unspecified)
69.5	5.4	CNC(=O)c1ccccc1-c1ccccc1
113.4	11.4	c1ccc(-n2c(-c3ccncc3)nnc2-c2ccco2)cc1
.	-0.7	Cc1ccc(/C=C2\SC(=S)N(CCC(=O)Nc3nccs3)C2=O)cc1
.	7.0	COc1cc(NC(=O)c2cccs2)c(OC)cc1NC(=O)c1cccs1

Reprinted from the part before: two entries; new compounds follow.
BAP1 inh	HePTP inh	compound
.	-0.7	Cc1ccc(/C=C2\SC(=S)N(CCC(=O)Nc3nccs3)C2=O)cc1
.	7.0	COc1cc(NC(=O)c2cccs2)c(OC)cc1NC(=O)c1cccs1
90.9	9.7	CCn1c(=O)c(-c2ccccc2)c(O)c2ccccc21
97.9	1.7	CCOc1ccc(N2C(=O)CC(SCCN)C2=O)cc1 (stereo unspecified)
97.0	7.3	O=C(NC1CCCCC1)N1CCN(Cc2nc3ccccc3c(=O)[nH]2)CC1
.	-18.6	CC1=C(C(=O)OC2CCCC2)C(c2ccc(I)cc2)C2=C(CC(C)(C)CC2=O)N1 (stereo unspecified)
.	-5.0	Cc1cc([N+](=O)[O-])ccc1NC(=O)/C=C/c1ccc2c(c1)OCO2
91.7	-1.5	COCc1nc2ccccc2n1CCCOc1ccccc1
.	-22.1	CCOC(=O)c1ccc(NC(=O)CN(c2ccc(Oc3ccccc3)cc2)S(C)(=O)=O)cc1
109.6	-3.3	C=CCn1c(SCC(=O)Nc2ccc(N(C)C)cc2)nnc1-c1cccc(C)c1
107.0	-11.9	C1=CCC(/C=N/n2cnnc2)CC1 (stereo unspecified)
99.0	0.5	COc1ccc(S(=O)(=O)NCCSCc2ccco2)cc1
98.5	.	CC(C)C[C@H](NC(=O)[C@H](O)[C@H](N)Cc1ccccc1)C(=O)O
.	-3.3	O=S(=O)(Nc1nccs1)c1ccc2ccccc2c1
.	-16.4	COc1ccc(C2CC(=O)C3=C(C2)Nc2ccccc2NC3c2cccc(F)c2)cc1OC (stereo unspecified)
95.0	1.1	Cc1ccc2c(c1)c(C)c(C)n2CC(O)CN1CCCCC1C (stereo unspecified)
